Screening data (PubChem BioAssay)
Mtb BioA inh: inhibitors of Mycobacterium tuberculosis BioA enzyme; inhibition, % at 9.99 µM; actives 0.096% (n = 360,000); purified M. tuberculosis BioA enzyme, plate reader; in the data active = inhibition above about 40%; inconclusive = no clear call, values can overlap the other calls
BoNT F protease: inhibitors of Botulinum neurotoxin F light chain protease | Multiplex microsphere protease cleavage assay, flow cytometry | inhibition, % at 10 µM | actives 0.22% (n = 360,000) | AID 588497; in the data active = inhibition above about 35%, passing the limit was not always enough; inconclusive = no clear call, values can overlap the other calls; also: plate controls were buffer without enzyme for full effect and enzyme alone for no effect
FadD28 FP inh: M. tuberculosis FadD28 bisubstrate binding inhibition. FadD28 bisubstrate probe binding, fluorescence polarization. inhibition, % at 12.5 µM. actives 0.22% (n = 360,000). AID 588549; in the data active = inhibition above about 8.5%, passing the limit was not always enough; inconclusive = no clear call, values can overlap the other calls
CCHFV vOTU inh: blocks the CCHF virus ovarian tumor domain protease; CCHFV vOTU protease, Pep-AMC fluorescence; inhibition, % at 11.5 µM; actives 0.55% (n = 370,000); AID 651958; also: 0% = vehicle wells with enzyme and 100% = no enzyme wells
GDH-TPI counter: GDH-TPI coupled enzyme inhibition counter-screen. inhibition, % at 4.8 µM. GDH-TPI coupled enzyme counterscreen, NADH absorbance. actives 1.2% (n = 360,000);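 also: 0% = DMSO wells and 100% = wells lacking the enzyme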
PrPC TRFRET: reduces human prion protein on the cell surface | P04156 | cell surface PrPC, TR-FRET read-out | inhibition, % at 13.8 µM | actives 0.43% (n = 370,000) | AID 720596; in the data active = inhibition above about 24%; also: 0% = median of the test wells and 100% = reference compound wells
UGM FP inh: Mtb UDP-galactopyranose mutase inhibition | purified UGM, fluorescence polarization probe displacement | AID 504406 | actives 0.06% (n = 320,000) | inhibition, % at 10 µM | P9WIQ1; in the data active = inhibition above about 10%, passing the limit was not always enough; inconclusive = no clear call, values can overlap the other calls
Target sequence (P9WIQ1 whole entry, looked up): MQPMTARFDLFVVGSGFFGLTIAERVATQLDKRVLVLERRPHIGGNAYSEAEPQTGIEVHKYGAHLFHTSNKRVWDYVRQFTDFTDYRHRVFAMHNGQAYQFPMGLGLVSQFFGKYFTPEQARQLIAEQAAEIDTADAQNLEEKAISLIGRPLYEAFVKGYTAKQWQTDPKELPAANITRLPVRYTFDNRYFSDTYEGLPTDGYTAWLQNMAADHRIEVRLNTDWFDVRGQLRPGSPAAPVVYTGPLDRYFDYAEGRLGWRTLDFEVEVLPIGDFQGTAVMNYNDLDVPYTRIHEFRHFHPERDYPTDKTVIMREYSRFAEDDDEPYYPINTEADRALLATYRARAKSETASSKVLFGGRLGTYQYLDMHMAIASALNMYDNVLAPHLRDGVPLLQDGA
FBA Mtb inh: inhibits M. tuberculosis FBA enzyme; actives 2.3% (n = 360,000); AID 588726; purified M. tuberculosis FBA, fluorescence read-out; P9WQA3; inhibition, % at 1 µM; in the data active = inhibition above about 27%;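 also: 0% = vehicle and 100% = reference inhibitor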
Target sequence (P9WQA3 whole entry, looked up): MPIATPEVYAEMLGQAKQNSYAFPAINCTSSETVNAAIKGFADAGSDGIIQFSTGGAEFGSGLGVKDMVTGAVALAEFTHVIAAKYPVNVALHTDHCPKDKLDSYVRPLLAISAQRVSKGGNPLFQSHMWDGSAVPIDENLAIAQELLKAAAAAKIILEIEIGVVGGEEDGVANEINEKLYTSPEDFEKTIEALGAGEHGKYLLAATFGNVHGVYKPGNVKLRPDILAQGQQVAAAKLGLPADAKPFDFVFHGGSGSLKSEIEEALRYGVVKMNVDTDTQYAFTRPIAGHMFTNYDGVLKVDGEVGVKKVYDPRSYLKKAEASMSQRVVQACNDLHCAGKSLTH
BoNT A protease: inhibitors of Botulinum neurotoxin A light chain protease | multiplex microsphere protease substrate cleavage, flow cytometry | inhibition, % at 10 µM | actives 0.17% (n = 360,000); in the data active = inhibition above about 30%; inconclusive = no clear call, values can overlap the other calls; also: plate controls were buffer without enzyme for full effect and enzyme alone for no effect
An asterisk follows results filed as active. Rule as the data show it, unless noted: active = inhibition above about 30%; inactive = the rest. Compounds were not picked by outcome; 4.8% or so of the library scored in one or more.

O=C(Nc1ccc(S(=O)(=O)C(F)F)cc1)c1ccc2c(=O)n3c(nc2c1)CCC3 was read as FadD28 FP inh -2.2, CCHFV vOTU inh 7.6, GDH-TPI counter 5.3, PrPC TRFRET 7.1, UGM FP inh -1.1 and FBA Mtb inh 0.4.
Clc1cccc(Cl)c1/C=N\Nc1nccs1 was read as Mtb BioA inh -1.2, BoNT F protease -22.8, FadD28 FP inh -1.4, CCHFV vOTU inh -7.1, GDH-TPI counter 15.8, PrPC TRFRET -0.3, UGM FP inh -0.5, FBA Mtb inh 0.6 and BoNT A protease -1.0.
`Cc1ccc(SCC(=O)Nc2c(Br)cnn2C)cc1` gave Mtb BioA inh -5.1, BoNT F protease -14.8, FadD28 FP inh -1.6, CCHFV vOTU inh -8.8, GDH-TPI counter 2.9, PrPC TRFRET 0.1, UGM FP inh 0.2, FBA Mtb inh -0.5 and BoNT A protease -1.5.
NC(=O)c1ccsc1NC(=O)COC(=O)c1cnccn1 was read as Mtb BioA inh -1.4, BoNT F protease 4.9, FadD28 FP inh -2.0, CCHFV vOTU inh -4.3, GDH-TPI counter 16.0, PrPC TRFRET -3.5, UGM FP inh 4.2, FBA Mtb inh 2.8 and BoNT A protease 0.6.
O=C1NCC(=O)N(Cc2ccccc2)/C1=C/c1ccccc1 was read as Mtb BioA inh -0.2, BoNT F protease 1.7, FadD28 FP inh -0.7, CCHFV vOTU inh -4.6, GDH-TPI counter -2.4, PrPC TRFRET 8.5, UGM FP inh -1.1, FBA Mtb inh -0.5 and BoNT A protease 0.2.
`Cc1c(O)ccc2c3c(c(=O)oc12)CCCC3` gave Mtb BioA inh -0.9, BoNT F protease -53.9, FadD28 FP inh -1.7, CCHFV vOTU inh -132.2, GDH-TPI counter 11.7, PrPC TRFRET -1.1, UGM FP inh 0.0, FBA Mtb inh 193.3* and BoNT A protease -3.6.
For CCOC(=O)c1ccc(NC(=O)CSc2nnc(-c3cccs3)n2C)cc1 the results were Mtb BioA inh -1.6, BoNT F protease 1.3, FadD28 FP inh -0.5, CCHFV vOTU inh 3.3, GDH-TPI counter 4.3, PrPC TRFRET 2.6, UGM FP inh -1.8, FBA Mtb inh 6.2 and BoNT A protease 1.3.
Screening CCOCCCn1c(SCC(=O)Nc2ccc3[nH]c(=O)[nH]c3c2)nc2ccccc2c1=O returned BoNT F protease -0.3, FadD28 FP inh -0.3, CCHFV vOTU inh 16.4, GDH-TPI counter -10.8, PrPC TRFRET -1.3, UGM FP inh -1.7, FBA Mtb inh -1.1 and BoNT A protease -0.7.
Screening COc1ccc(OC)c(C2=Nn3c(nnc3-c3cc(OC)c(OC)c(OC)c3)SC2)c1 returned Mtb BioA inh 2.2, BoNT F protease -2.1, FadD28 FP inh -5.0, CCHFV vOTU inh -4.3, GDH-TPI counter 15.2, PrPC TRFRET -5.3, UGM FP inh -1.7, FBA Mtb inh 2.5 and BoNT A protease -0.4.
Screening CCCC1(C(=O)OCC)NC(c2ccco2)C2C(=O)N(C)C(=O)C21 (stereo not drawn) returned Mtb BioA inh -1.4, BoNT F protease 0.6, FadD28 FP inh 1.1, CCHFV vOTU inh 10.8, GDH-TPI counter 2.5, PrPC TRFRET -0.5, UGM FP inh -1.8, FBA Mtb inh 1.2 and BoNT A protease 0.1.
`Nc1nc(N)nc(-c2ccccc2-c2nc(N)nc(N)n2)n1` gave Mtb BioA inh -1.1, BoNT F protease 30.0, FadD28 FP inh -0.1, CCHFV vOTU inh 3.4, GDH-TPI counter 6.3, PrPC TRFRET 1.6, UGM FP inh 0.8, FBA Mtb inh 1.8 and BoNT A protease -0.3.
For CCC(=O)Nc1c(C(=O)Nc2cccc(OC)c2)oc2ccccc12 the results were BoNT F protease -2.6, FadD28 FP inh -5.3, CCHFV vOTU inh 1.7, GDH-TPI counter 15.1, PrPC TRFRET -2.5, UGM FP inh 4.0, FBA Mtb inh -0.1 and BoNT A protease -0.7.
For O=[N+]([O-])c1cc(C(F)(F)F)ccc1NCCc1ccncc1 the results were BoNT F protease -2.6, FadD28 FP inh -2.0, CCHFV vOTU inh 0.8, GDH-TPI counter 0.3, PrPC TRFRET -18.2, UGM FP inh 1.6, FBA Mtb inh 2.5 and BoNT A protease 1.5.
`COc1ccc(OC)c(C=Cc2ccc([N+](=O)[O-])cc2)c1` gave Mtb BioA inh -1.2, BoNT F protease 6.9, FadD28 FP inh 0.6, CCHFV vOTU inh 11.9, GDH-TPI counter 15.9, PrPC TRFRET -11.3, FBA Mtb inh -2.8 and BoNT A protease 17.9.
Cn1nc(C(=O)NCc2ccc(F)cc2)c2ccccc2c1=O was read as Mtb BioA inh -0.6, BoNT F protease 0.4, FadD28 FP inh -1.9, CCHFV vOTU inh -3.2, GDH-TPI counter -2.6, PrPC TRFRET 5.1, UGM FP inh 2.0, FBA Mtb inh 2.3 and BoNT A protease 1.7.
`CC(C)OCCCNc1nc(Cl)nc2c1cnn2C` gave Mtb BioA inh -0.6, BoNT F protease -4.1, FadD28 FP inh -1.4, CCHFV vOTU inh -9.8, GDH-TPI counter 8.2, PrPC TRFRET -2.0, FBA Mtb inh 0.2 and BoNT A protease -0.1.
Cc1nn(C)cc1C(C(=O)NC1CCCCC1)N(C(=O)Cc1cccs1)c1ccc(C(C)C)cc1 (stereo not drawn) was read as Mtb BioA inh 0.0, BoNT F protease 29.4, FadD28 FP inh -1.0, CCHFV vOTU inh 11.4, GDH-TPI counter -10.1, PrPC TRFRET -1.5, UGM FP inh -4.4, FBA Mtb inh -0.1 and BoNT A protease inconclusive.
For CC(=O)Nc1nc2ccccc2n1Cc1ccccc1 the results were Mtb BioA inh -0.7, BoNT F protease -4.1, FadD28 FP inh -0.8, CCHFV vOTU inh -1.7, GDH-TPI counter 1.1, PrPC TRFRET 0.4, UGM FP inh 0.3, FBA Mtb inh 2.6 and BoNT A protease -0.3.
Screening O=C(N/N=C/c1ccc(-c2cccc([N+](=O)[O-])c2)o1)c1ccc([N+](=O)[O-])cc1 returned BoNT F protease 0.9, FadD28 FP inh -2.0, CCHFV vOTU inh 1.4, GDH-TPI counter 26.2, PrPC TRFRET -5.2, UGM FP inh 1.2, FBA Mtb inh 1.6 and BoNT A protease -0.1.
Screening O=C(Cn1cccc1C(=O)c1ccccc1)NCc1ccccc1 returned Mtb BioA inh -6.8, BoNT F protease 4.8, FadD28 FP inh -0.8, CCHFV vOTU inh -3.8, GDH-TPI counter 14.0, PrPC TRFRET -3.2, UGM FP inh 2.0, FBA Mtb inh -4.6 and BoNT A protease 1.6.
Screening Cc1c2c(=O)n(-c3nc4ccccc4s3)nc-2cc(O)n1Cc1ccccc1 returned BoNT F protease -11.3, FadD28 FP inh inconclusive, GDH-TPI counter 22.0, FBA Mtb inh 1.1 and BoNT A protease -0.1.
COC(=O)c1cc(NC(=O)c2cc(-c3ccc(Cl)cc3)oc2C(F)(F)F)ccc1N1CCOCC1 was read as Mtb BioA inh -2.7, BoNT F protease inconclusive, FadD28 FP inh -4.0, CCHFV vOTU inh -0.5, GDH-TPI counter -7.2, PrPC TRFRET 8.5, UGM FP inh 0.6, FBA Mtb inh 0.5 and BoNT A protease inconclusive.
For Cc1ccc(S(=O)(=O)N2CCN(CC(=O)N/N=C\c3cccnc3)CC2)cc1 the results were BoNT F protease -1.9, FadD28 FP inh -0.4, CCHFV vOTU inh -9.4, GDH-TPI counter 1.5, PrPC TRFRET 2.9, UGM FP inh 1.2, FBA Mtb inh -1.1 and BoNT A protease -0.6.
For OC(c1ccc(F)c(F)c1)c1ncc(-c2cccc(C(F)(F)F)c2)[nH]1 (stereo not drawn) the results were Mtb BioA inh 1.7, BoNT F protease 4.5, FadD28 FP inh -2.1, CCHFV vOTU inh 9.7, GDH-TPI counter 12.8, PrPC TRFRET 7.8, FBA Mtb inh 1.7 and BoNT A protease -0.1.
O=C(O)CC(CNS(=O)(=O)c1cccc2nsnc12)c1ccccc1 (stereo not drawn) was read as Mtb BioA inh -2.7, BoNT F protease 2.8, FadD28 FP inh -0.7, CCHFV vOTU inh 3.0, GDH-TPI counter 6.9, PrPC TRFRET -9.0, UGM FP inh 1.6, FBA Mtb inh 2.7 and BoNT A protease -0.7.
`CCC1=C(OC(=O)N(CC)CC)N2C(=O)OC(=NCC(=O)OC)[C@]2(Cc2ccccc2)[C@H]2C1=CC[C@H]1C(=O)NC(=O)[C@H]12` gave Mtb BioA inh 0.6, BoNT F protease -5.6, FadD28 FP inh -1.3, CCHFV vOTU inh -2.5, GDH-TPI counter 3.5, PrPC TRFRET 1.0, UGM FP inh 2.5, FBA Mtb inh 0.8 and BoNT A protease -0.3.
Screening NC(=S)N/N=C\c1ccc(-c2cccc(Cl)c2Cl)o1 returned Mtb BioA inh 1.1, BoNT F protease -5.5, FadD28 FP inh -3.1, CCHFV vOTU inh 15.5, GDH-TPI counter 18.8, PrPC TRFRET -3.1, UGM FP inh -0.1, FBA Mtb inh 2.4 and BoNT A protease 1.0.
For CC#CCN1c2ccccc2[C@]23C[C@@H](C(=O)OC)N(C(=O)NC4CCCCC4)C2=NC(C(=O)OC)=C(C(=O)OC)[C@H]13 the results were Mtb BioA inh -0.2, BoNT F protease 3.5, FadD28 FP inh 0.4, CCHFV vOTU inh -7.1, GDH-TPI counter 5.2, PrPC TRFRET 2.3, UGM FP inh -0.6, FBA Mtb inh 1.2 and BoNT A protease -0.1.
`O=C(CSc1ncnc2sccc12)Nc1ccccc1` gave BoNT F protease 3.1, FadD28 FP inh -0.5, CCHFV vOTU inh -5.2, GDH-TPI counter -0.6, PrPC TRFRET 11.3, UGM FP inh 1.2, FBA Mtb inh -1.4 and BoNT A protease 0.1.
`CCn1c(SCC(=O)N(C(C)C)C(C)C)nnc1-c1cc2ccccc2cc1O` gave Mtb BioA inh 6.7, BoNT F protease 2.6, FadD28 FP inh -1.3, CCHFV vOTU inh 3.3, GDH-TPI counter 11.0, PrPC TRFRET 14.5, UGM FP inh -0.5, FBA Mtb inh 0.2 and BoNT A protease 1.2.
`Cn1c(-c2ccc(C=O)s2)nc2ccccc21` gave BoNT F protease -4.7, FadD28 FP inh -0.9, CCHFV vOTU inh -24.7, GDH-TPI counter 20.6, PrPC TRFRET 6.1, UGM FP inh -1.4, FBA Mtb inh 19.4 and BoNT A protease 0.2.
Screening CN1CCN(C(CNS(=O)(=O)c2ccc([N+](=O)[O-])cc2)c2ccc(F)cc2)CC1 (stereo not drawn) returned Mtb BioA inh 0.4, FadD28 FP inh -2.1, CCHFV vOTU inh -7.7, GDH-TPI counter -1.1, PrPC TRFRET -35.8, UGM FP inh 0.0 and FBA Mtb inh 0.4.
COc1cc(NC(=O)C(C)C)ccc1NC(=O)c1cc2ccccc2o1 was read as Mtb BioA inh -2.8, BoNT F protease inconclusive, FadD28 FP inh -3.8, CCHFV vOTU inh -9.5, GDH-TPI counter 6.4, PrPC TRFRET 2.8, UGM FP inh 1.8, FBA Mtb inh 0.9 and BoNT A protease -3.0.
Cn1c(=O)oc2cc(S(=O)(=O)N3CCCc4ccccc43)ccc21 was read as Mtb BioA inh -1.3, BoNT F protease -10.4, FadD28 FP inh -0.6, CCHFV vOTU inh -5.0, GDH-TPI counter 1.9, PrPC TRFRET -1.5, UGM FP inh 1.1, FBA Mtb inh 0.8 and BoNT A protease -0.6.
Screening CSc1sc(C(=O)Nc2ccc(F)cc2F)c2c1C=CCC2 returned Mtb BioA inh -1.2, BoNT F protease -15.2, FadD28 FP inh 0.6, CCHFV vOTU inh 3.7, GDH-TPI counter 3.7, PrPC TRFRET -0.4, UGM FP inh 0.2, FBA Mtb inh -1.1 and BoNT A protease 0.3.
Screening COc1cc(O)c(C(CC(=O)N2CCCC(C)C2)c2ccc3c(c2)OCO3)c(OC)c1 (stereo not drawn) returned Mtb BioA inh -0.5, BoNT F protease -3.6, FadD28 FP inh 0.1, CCHFV vOTU inh -2.4, GDH-TPI counter 2.6, PrPC TRFRET 3.1, UGM FP inh 2.0, FBA Mtb inh 7.0 and BoNT A protease -1.2.
